IDE inh: inhibitors of human insulin-degrading enzyme in cells | HEK cells, FAbetaB cleavage, fluorescence polarization | inhibition, % at 5.59 µM | 320,000 tested, 0.41% active | AID 434962;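 active = percent inhibition above the average of all tested compounds plus 3 SD, set per screening campaign, cut at about 16% in these data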;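 also: IDE supplied by intact live HEK cells; FP after avidin binding of uncleaved biotin substrate so inhibition keeps polarization high; 0% = DMSO wells and 100% = 60 µM reference IDE inhibitor Ii1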
Target sequence (P14735 whole entry, looked up): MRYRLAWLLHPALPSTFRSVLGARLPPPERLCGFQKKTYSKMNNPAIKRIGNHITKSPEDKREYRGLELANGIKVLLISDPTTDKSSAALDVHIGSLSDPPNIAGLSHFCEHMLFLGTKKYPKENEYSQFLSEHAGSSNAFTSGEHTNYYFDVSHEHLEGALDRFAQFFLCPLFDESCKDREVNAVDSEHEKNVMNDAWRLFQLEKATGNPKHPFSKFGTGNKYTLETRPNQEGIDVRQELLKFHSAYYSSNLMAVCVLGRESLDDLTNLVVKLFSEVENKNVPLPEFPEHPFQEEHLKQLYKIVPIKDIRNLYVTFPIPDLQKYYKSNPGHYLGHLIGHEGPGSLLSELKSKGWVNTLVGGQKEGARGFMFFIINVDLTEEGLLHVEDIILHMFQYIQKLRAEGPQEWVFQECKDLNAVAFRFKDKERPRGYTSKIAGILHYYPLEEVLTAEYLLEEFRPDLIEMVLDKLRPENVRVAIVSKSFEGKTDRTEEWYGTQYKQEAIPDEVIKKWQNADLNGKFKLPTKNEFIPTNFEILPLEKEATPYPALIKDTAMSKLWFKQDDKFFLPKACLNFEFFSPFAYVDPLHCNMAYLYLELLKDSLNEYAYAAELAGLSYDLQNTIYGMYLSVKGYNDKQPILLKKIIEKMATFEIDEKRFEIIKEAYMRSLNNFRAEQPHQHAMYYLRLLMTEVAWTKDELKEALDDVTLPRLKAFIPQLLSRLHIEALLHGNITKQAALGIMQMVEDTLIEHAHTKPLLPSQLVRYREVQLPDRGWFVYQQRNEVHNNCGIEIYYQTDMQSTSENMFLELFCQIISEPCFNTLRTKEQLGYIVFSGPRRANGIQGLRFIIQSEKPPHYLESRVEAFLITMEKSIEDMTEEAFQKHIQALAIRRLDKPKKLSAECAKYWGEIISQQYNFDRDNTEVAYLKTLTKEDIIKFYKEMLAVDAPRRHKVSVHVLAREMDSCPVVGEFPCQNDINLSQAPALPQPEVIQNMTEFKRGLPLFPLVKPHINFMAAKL
p-CIP stab down: p/CIP protein destabilization; Q05BA5; F442A p/CIP-EGFP cells, EGFP fluorescence, 16 h; decrease of EGFP signal, % at 10 µM; 290,000 tested, 0.01% active; AID 1984;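 active = EGFP signal decrease of at least 30% at 10 µM or well 3 SD below plate mean, unless failing retest; inactive = the rest, including hits failing retest or dose response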; also: some compounds called inactive have numbers as strong as hits; many of its hits are not listed in these tables
NALP1 inh: inhibitors of NALP1 inflammasome in yeast; S. cerevisiae NALP1/ASC/caspase-1 growth, X-gal OD620, 72 h; inhibition, % at 10 µM; 280,000 tested, 0.61% active; AID 2071; in the data active = inhibition mostly above about 24%, no sharp cut-off; inactive = mostly below about 32%; also: some compounds called inactive have numbers as strong as hits
MEKK2wt PB1 HTS: raises or lowers MEK5 binding to wildtype human MEKK2 PB1 domain; Q9Y2U5; bead flow cytometry, Alexa488-MEK5 binding to MEKK2 WT; actives lie on both sides; binding response (% of control), % at 10 µM; 290,000 tested, 1.1% active; AID 1531; in the data active = binding response below about 67% or above about 130%
IDE cell activ: activators of human insulin-degrading enzyme in cells; P14735; HEK cells, FAbeta-B cleavage, fluorescence polarization; 0% vehicle, 100% cell-free pure enzyme wells; activation, % at 5.96 µM; 340,000 tested, 0.073% active;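 active = activation above the mean of all tested compounds plus 3 SD, set per screening campaign, cut at about 17% in these data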
UBC9 SUMO inh: SUMOylation inhibition; HTRF SUMOylation assay, SAE1/SAE2 + UBC9, in vitro; inhibition, % at 35 µM; 290,000 tested, 0.36% active; in the data active = inhibition above about 50%, passing the limit was not always enough; also: strong numbers were not always called active
M18AAP inhibitor: PfM18AAP enzyme inhibition | recombinant PfM18AAP, H-Glu-NHMec fluorogenic cleavage | inhibition, % at 7.35 µM | 290,000 tested, 1.2% active;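 active = inhibition above the campaign mean inhibition over all tested compounds plus 3 SD, cut at about 28% in these data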;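 also: 0% = plate median of test compound wells and 100% = 2 mM ZnCl2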
MEKK2 mut-MEK5: signal of MEK5 binding to mutant human MEKK2 PB1 domain. bead flow cytometry, Alexa488-MEK5 binding to MEKK2 mutant. percent response, % at 10 µM. 290,000 tested, 0.35% active; in the data active = percent response above about 24%, passing the limit was not always enough; also: inactives centre near 1; some results filed as inactive read as strong as hits; reference of the scale not given here
MEKK3 PB1 HTS: modulators (inhibitors or enhancers) of MEK5 binding to human MEKK3 PB1 domain; AID 1529; binding response (% of control), % at 10 µM; 290,000 tested, 1.4% active; bead-based flow cytometry, Alexa488-MEK5 binding to MEKK3; actives lie on both sides; 0 = blocked by unlabeled MEK5, 100 = vehicle;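 active = binding response more than 3 SD above or below the average of its plate-row segment, actives on both sides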;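 also: Alexa488 bead fluorescence after subtracting the streptavidin-only scavenger bead signal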
* = called active by the depositor; nt = no result given; [ ] = dose if it differs, or a comment. Not all compounds are listed (hit frequency here may not be typical).

Screens in order: IDE inh	p-CIP stab down	NALP1 inh	MEKK2wt PB1 HTS	IDE cell activ	UBC9 SUMO inh	M18AAP inhibitor	MEKK2 mut-MEK5	MEKK3 PB1 HTS
- CCN1/C(=C2/SC(=S)N(NC(C)=O)C2=O)Sc2ccccc21
  nt	4	8	104	-5	-19	19	-2	104
- CCn1nc(C)c(CN2CCC(Oc3ccc(C(=O)N4CCCC4)cc3)CC2)c1C
  -6	1	-6	94	1	12	0	0	94
- O=C(CCNC(=O)c1ccc([N+](=O)[O-])cc1)Nc1ccc(N2CCOCC2)cc1N1CCOCC1
  7	-12	0	99	2	7	3	1	101
- O=C(c1cc(-c2ccccc2)on1)N1CCCC1
  1	3	18	95	3	13	0	-3	91
- CCCc1nc(SCC(=O)NC2CCCC2)c2ccccc2n1
  3	-7	10	104	4	0	3	15	107
- COc1ccc(C(=O)NC2CCN(CC(=O)Nc3cccc(C)c3)CC2)cc1OC
  -1	-24	-24	104	-2	10	-8	3	92
- CSCC[C@H](NC(=O)c1ccc2ccccc2c1)C(=O)N1CCC2(CC1)NCCc1[nH]cnc12
  0	-8	16	110	4	nt	-7	3	103
- Cc1ccccc1OCC(=O)NCCNC(=O)c1ccccn1
  1	-17	8	97	-1	8	6	0	100
- CC1=Nc2ccc3ccccc3c2C1(C)C
  5	-16	4	102	4	10	-11	-1	114
- COc1ccc(C)cc1-n1nnnc1SCc1nc2ccccc2s1
  1	-6	14	nt	2	-1	0	nt	nt
- Cc1ccccc1Cn1c(CN2CCc3ccccc3C2)nc2c1c(=O)n(C)c(=O)n2C
  3	1	-55	101	4	5	-11	4	102
- COc1ccc(-c2cc(C(=O)Nc3sc4c(c3C#N)CCCC4)c3ccccc3n2)cc1OC
  0	5	10	91	7	-6	4	-8	91
- N#C/C(C(=S)Nc1ccccc1)=C1/NN=C(N2CCOCC2)N1c1ccccc1
  1	-3	-7	100	1	0	-8	-15	100
- Cc1ccc(CNC(=O)C2CCC(CNS(=O)(=O)c3cccc4cccnc34)CC2)cc1 (stereo unspecified)
  3	0	0	94	-6	-6	0	1	98
- CCCCN(CC)CCCNC(=O)c1cn(C)c(=O)c2c1c1ccccc1n2C
  -1	-5	2	112	3	7	2	7	105
- O=C(O)Cc1ccc2c(c1)N(S(=O)(=O)c1cccc(C(F)(F)F)c1)CC(C(=O)O)O2 (stereo unspecified)
  4	-12	12	86	3	30	-3	-6	82
- CCOC(=O)c1[nH]c(C)c(C(=O)NCc2ccc(Cl)cc2)c1C
  3	-17	20	96	1	15	2	3	96
- COc1ccc(C2CC(c3cccs3)=NN2C(=O)CSC2=NN3CCCC(=O)N=C3S2)cc1 (stereo unspecified)
  6	-5	28	112	4	13	-1	4	115
- CCOC(=O)N1CCN(C(=O)C2CCN(Cc3nc(-c4ccccc4C)oc3C)CC2)CC1
  -1	-1	-6	nt	-10	-8	-6	nt	nt
- Cc1ccc2nc3c(c(N)c2c1)CCN3C
  2	-2	22	113	4	17	22	11	106
- CCc1ccc(N(CC(=O)N2CCCCCC2)S(C)(=O)=O)cc1
  4	-4	-17	103	-2	0	3	4	102
- CCC(=O)Nc1ccc(/C(C)=N\NC(=O)c2ccc(C)s2)cc1
  3	-5	4	105	-6	22	-12	2	103
- CCC1CCCCN1Cc1ccc(OC)c(OC)c1 (stereo unspecified)
  -1	-14	18	98	8	11	-2	-1	97
- O=C(COC(=O)c1cccnc1)c1ccc(Cl)cc1
  -1	-12	-2	100	5	7	5	3	100
- COC(=O)Cc1c[nH]c2cccc(OCC(O)CN(Cc3ccc([N+](=O)[O-])cc3)C(C)(C)C)c12 (stereo unspecified)
  6	-6	2	101	3	-48	23	3	101
- CCn1c(SCC(=O)Nc2ccc(N(C)C)cc2)nnc1-c1ccco1
  4	9	18	100	-3	-12	8	6	103
- Cc1ccc(C)c(N2CC(C(=O)Nc3nccs3)CC2=O)c1 (stereo unspecified)
  3	-11	21	102	5	-1	-7	3	98
- O=C(COc1ccccc1[N+](=O)[O-])OCC(=O)N1CCC(Cc2ccccc2)CC1
  4	5	27	91	0	0	4	-3	92
- O=C(NCc1ccccc1F)C1CCCN1C(=O)Nc1ccccc1 (stereo unspecified)
  1	-7	9	110	-1	13	-6	15	110
- N#Cc1c(-c2ccc(F)cc2)cc(C2CC2)nc1SCC(=O)c1cccs1
  1	-8	19	106	1	-54	1	4	98
- Cc1cc(S(=O)(=O)N2CCOCC2)ccc1OCC(=O)N1CCOCC1
  -1	-6	7	104	4	17	8	1	103
- CS(=O)(=O)N(CC(=O)NCc1ccc2c(c1)OCO2)Cc1ccccc1
  -1	-4	-2	100	4	-3	1	7	103
- Cc1cc(C(=O)O)ccc1NCc1ccncc1
  4	-2	17	106	1	6	4	4	108
- COc1cc(OC)c(C(=O)OCC(=O)N(Cc2ccccc2)C(C)(C)C)cc1OC
  6	1	-18	101	2	2	-6	-1	104
- CCCCC(=O)N(c1ccc(OCC)cc1)C1C=CS(=O)(=O)C1 (stereo unspecified)
  -3	-6	5	105	-2	11	-2	2	105
- COc1ccc(C(=O)C2CCCN(C(=O)c3ccoc3C)C2)cc1F (stereo unspecified)
  -5	-1	-62	97	5	9	6	-4	96
- COc1cc(CCC(=O)OCC(=O)NCC2CCCCC2)cc(OC)c1OC
  4	-6	-22	98	4	-3	2	0	99
- Cc1cc(Cl)ccc1OCCCC(=O)NCC1CCCO1 (stereo unspecified)
  1	0	9	99	-2	-13	-9	2	98
- CCOC(=O)C1CCN(C(=S)Nc2cccc(C)c2)CC1
  -4	-2	32	104	4	13	2	3	106
- O=C(CN1CCN(S(=O)(=O)c2ccc(Br)cc2)CC1)N/N=C/c1ccco1
  0	-9	24	108	0	-4	-7	1	162*
- CCc1c(C#N)c(SCCC(=O)Nc2ccc(C)cc2)nc2c1C(=O)CC(C)(C)C2
  5	-13	-28	111	1	-34	-4	2	109
- O=C(Nc1nnc(-c2ccco2)o1)c1ccc(N2C(=O)CCC2=O)cc1
  0	5	2	87	6	-2	-7	-2	70*[inhibitor]
- Cc1ccc(C)c(Nc2c([N+](=O)[O-])c(=O)oc3ccccc23)c1
  1	6	15	96	-2	-10	7	1	98
- CCC(C(=O)OCC(=O)Nc1cc(Cl)cc(Cl)c1)c1ccccc1 (stereo unspecified)
  8	7	24	96	4	-18	1	-2	90
- CCOc1ccc(CCNC(=O)C2CCCN(S(C)(=O)=O)C2)cc1OCC (stereo unspecified)
  -4	-12	15	104	5	14	3	3	104
- CCOC(=O)c1cccc(NC(=O)CCS(=O)(=O)c2cccc3nsnc23)c1
  -5	12	10	nt	1	11	-1	nt	nt
- O=C(c1ccc(F)cc1)N1CCN(C2CCC(c3ccccc3)CC2)CC1 (stereo unspecified)
  8	-2	-6	102	3	0	9	2	107
- COC(=O)CCC(=O)Nc1cc(Cl)cc(Cl)c1
  -4	-1	15	62	3	8	0	-18	65
- Cc1ccc(CNC(=O)CNC(=O)c2ccco2)cc1
  0	-3	12	112	5	8	-6	5	108
- CC(=O)N1CCN(C(=S)c2ccc([N+](=O)[O-])cc2)CC1
  2	-10	nt	114	5	5	-1	6	112
- Cc1ccc(OCC(=O)Nc2ccccc2N2CCCC2)c(C)c1
  2	-4	-24	97	-3	-2	1	-6	99
- O=C(c1ccc(N2CCCC2=O)cc1)N1CCN(c2ccccc2F)CC1
  4	-16	11	96	-1	-3	0	0	98
- Cc1n[nH]c(=S)c2nn(-c3cccc(Cl)c3)c(C)c12
  nt	-13	14	nt	nt	24	-3	nt	nt
- Cc1ccc(S(=O)(=O)NCc2ccc(C(=O)NCCCN3CCN(C)CC3)cc2)cc1
  3	-9	8	112	6	-14	-8	3	106
- CCCCCCCNc1nc(Cl)nc(NCCO)n1
  4	0	19	93	-3	-8	-4	-5	95
- COCCN(C(=O)CNC(=O)c1ccco1)C(C(=O)NC1CCCC1)c1ccccc1F (stereo unspecified)
  1	8	0	104	0	-4	5	4	100
- COC(=O)C(C)N(c1ccc(C)cc1)S(=O)(=O)c1c(C)[nH]c(=O)[nH]c1=O (stereo unspecified)
  -3	-13	8	109	3	16	6	8	109
- CC(C)CCN(C(=S)NC(=O)C1CCCCC1)c1c(N)n(Cc2ccccc2)c(=O)[nH]c1=O
  4	-32	-1	106	-5	12	3	-1	118
- CN(CCNC(=O)c1cn(C)c2ccc(S(=O)(=O)N(C)C)cc2c1=O)CCc1ccccc1
  2	2	-6	98	3	16	-13	1	96
- COc1ccccc1NC(=S)NC(=O)C1CC1
  9	-4	27	104	-6	7	-3	-1	103

Arranged by heavy-atom count (lowest first): 3 of the compounds above.
Screens in order: IDE inh	p-CIP stab down	NALP1 inh	MEKK2wt PB1 HTS	IDE cell activ	UBC9 SUMO inh	M18AAP inhibitor	MEKK2 mut-MEK5	MEKK3 PB1 HTS
- Cc1ccc(CNC(=O)CNC(=O)c2ccco2)cc1
  0	-3	12	112	5	8	-6	5	108
- Cc1cc(Cl)ccc1OCCCC(=O)NCC1CCCO1 (stereo unspecified)
  1	0	9	99	-2	-13	-9	2	98
- COc1cc(CCC(=O)OCC(=O)NCC2CCCCC2)cc(OC)c1OC
  4	-6	-22	98	4	-3	2	0	99

(more compounds)
Screens in order: IDE inh	p-CIP stab down	NALP1 inh	MEKK2wt PB1 HTS	IDE cell activ	UBC9 SUMO inh	M18AAP inhibitor	MEKK2 mut-MEK5	MEKK3 PB1 HTS
- COC(=O)CN(C#N)c1nc(NC(C)C)nc(OC)n1
  3	6	0	97	3	-2	4	-3	94
- COc1ccccc1NCCC(=O)OCC(=O)NC1CCCCC1
  -1	-13	32	117	0	-10	23	17	98
- O=C(CCSc1nc(-c2ccco2)cc(C(F)(F)F)n1)NCc1cccs1
  5	1	4	104	1	-1	11	1	106
- O=c1[nH]cnc(O)c1C(c1ccc(Br)cc1)c1c(O)nc[nH]c1=O
  12	3	10	100	4	6	-5	-7	97
- CCOc1ccc(NC(=O)Nc2cc(C)ccc2F)cc1
  -1	0	11	102	2	14	-4	-2	104
- O=C(Cc1ccc(Cl)cc1)NCCS(=O)c1ccc(Cl)cc1 (stereo unspecified)
  1	3	0	105	2	9	-6	7	105
- CC(CCn1cccn1)NC(=O)CCc1nnc(C2CCCCC2)o1 (stereo unspecified)
  -4	-8	2	97	4	12	1	-4	97
- O=C(CSc1nnc(-c2ccccc2)c(-c2ccccc2)n1)N1CCc2ccccc21
  1	1	26	97	1	-3	4	1	99
- CCn1nc(CCC(=O)O)c2ccccc2c1=O
  3	2	-141	97	4	9	-7	1	103
- CCC(=O)Nc1ccc2c(c1)nc(CCN1CCN(c3ccccn3)CC1)n2C
  nt	-20	12	99	3	5	-1	1	97
- Cc1ccc(C)c(-n2nnnc2SCC(=O)NCCC2=CCCCC2)c1
  1	-14	31	92	4	7	-3	-4	100
- COC(=O)[C@H](Cc1ccccc1)NC(=O)NCc1ccc(C)cc1
  1	-108	12	100	nt	13	-3	-1	102
- COCCCN(C(=O)Nc1cccc(Cl)c1)C(C)c1ccccn1 (stereo unspecified)
  0	-4	11	96	2	-4	0	-4	99
- CC1CCc2c(sc(NC(=O)COC(=O)C3CCCO3)c2C#N)C1 (stereo unspecified)
  0	20	11	nt	3	0	23	nt	nt
- COc1ccc(NC(=O)CSc2nc3ccccc3n2-c2ccccc2)c([N+](=O)[O-])c1
  1	1	18	103	2	-7	-2	2	106
- Cc1onc(-c2c(F)cccc2Cl)c1C(=O)c1ccc(F)cc1
  -2	-22	2	100	nt	14	-9	-1	100
- Cn1c(=O)c2cc(S(=O)(=O)Nc3ccc4c(c3)OCO4)ccc2n(C)c1=O
  2	-3	10	75	-5	11	-11	-19	73

Compound activity from PubChem BioAssay.
